Tau fluor cs – Counterscreen qHTS for Inhibitors of Tau Fibril Formation, Fluorescence Polarization | tau K18 P301L Alexa594 fluorescence, heparin fibrillization | Potency, µM (top dose mostly 57.7 µM), without a hit: top-dose activity change, negative = decrease | actives 0.93% (n = 280,000); also: % is scaled to controls: 0 for no effect and ±100 for the full control effect; nearly all actives have a fitted effect of over 55% in size
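Human tau K18 P301L (15 uM unlabeled, 0.24 uM Alexa 594-labeled) in 100 mM sodium acetate pH 7 with 20 uM heparin, 6 hr at 37 C. ThT 30 uM added, 1 hr ambient; Alexa 594 FP and total fluorescence read at 555/632 nm.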
Tau FP inhib – qHTS for Inhibitors of Tau Fibril Formation, Fluorescence Polarization; Microtubule-associated protein tau (Homo sapiens), P10636; K18 P301L tau heparin fibrillization, Alexa594 FP, 6 h; Potency, µM (doses to about 57.7 µM), inactives show at the top dose activity, negative = inhibition, hits mostly inhibitors; actives 0.39% (n = 280,000); also: % is scaled to controls: 0 for no effect and ±100 for the full control effect; nearly all actives have a fitted effect of over 55% in size
Target sequence (P10636 561-689 P618L limits assumed): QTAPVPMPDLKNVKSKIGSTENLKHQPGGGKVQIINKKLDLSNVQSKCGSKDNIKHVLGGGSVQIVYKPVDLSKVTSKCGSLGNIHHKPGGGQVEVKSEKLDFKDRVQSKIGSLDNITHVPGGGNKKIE
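K18 P301L tau (15 uM unlabeled/0.24 uM Alexa 594-labeled, final) + compound + heparin 20 uM final; 100 mM NaOAc pH 7; 6 hr 37 C; ThT 30 uM final added, 1 hr RT; FP ex 555/em 632 nm.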
HTT ATP protect – qHTS Multiplex Assay to Identify Dual Action Probes in a Cell Model of Huntington: Cytoprotection (ATP). AID 1471, 2008. Potency, µM (top dose mostly 56.4 µM), for inactives: cytoprotection (ATP increase), usual class: activators. actives 0.14% (n = 230,000). PC12 HTT-Q103 induced, cytoprotection, ATP luminescence, 40 h;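 also: % of control where 0% means no effect; nearly all actives have a fitted effect of over 45% in size; toxic huntingtin expression switched on by the ecdysone agonist tebufenozide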
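PC12 cells stably carrying ecdysone-inducible Htt exon 1 (Q103)–GFP were induced with 100 nM tebufenozide (final) alongside library compounds in a dose series. Cytoprotection was scored as retained ATP by ATPlite luminescence.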
Tau fibril ThT – qHTS for Inhibitors of Tau Fibril Formation, Thioflavin T Binding. Microtubule-associated protein tau (Homo sapiens), P10636. recombinant tau K18 P301L, heparin-induced fibrillization, ThT fluorescence. Potency, µM (top dose mostly 57.4 µM), inactives show at the highest dose activity, negative = inhibition, actives largely listed as inhibitors. actives 2.1% (n = 270,000). AID 1460, 2008; also: % is scaled to controls: 0 for no effect and ±100 for the full control effect; nearly all actives have a fitted effect of over 55% in size
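Fibril formation assay: tau K18 P301L at 15 uM with trace Alexa 594 label, heparin inducer 20 uM, pH 7 sodium acetate buffer, 37 C for 6 hr; endpoint ThT signal.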
SMN2 splice up – qHTS Assay for Enhancers of SMN2 Splice Variant Expression. HEK293 SMN2-luciferase splicing reporter, luminescence, 30-36 h. actives 2.8% (n = 210,000). AID 1458, 2008. Potency, µM (titrated, usually from 46.1 µM), for inactives: at the highest dose activity change, positive = activation, actives largely listed as activators; also: % of control where 0% means no effect; nearly all actives have a fitted effect of over 55% in size
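HEK293 cells carry an SMN2 minigene-luciferase reporter in which exon 7 inclusion puts luciferase in frame. Cells were seeded at 2000 cells/well, attached for 10-12 hours, then exposed to compounds for 30-36 hours at 37C before ONE-Glo luminescence.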
ALDH1A1 inh – qHTS Assay for Inhibitors of Aldehyde Dehydrogenase 1 (ALDH1A1); actives 7.3% (n = 220,000); Potency, µM (highest dose often 75.3 µM), for inactives: top-dose activity, negative = inhibition, hits mostly inhibitors; Purified ALDH1A1, NADH fluorescence, propionaldehyde substrate; Aldehyde dehydrogenase 1A1 (Homo sapiens), P00352; active = well fitted inhibition curve with a large enough effect, not every such curve was filed as active; inconclusive = small, poorly fitted or top-dose-only effect, or another doubt; inactive = no such curve, though single readings can be large or run the other way;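 also: plate controls were no enzyme wells and a reference inhibitor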
Target sequence (P00352 whole entry, looked up): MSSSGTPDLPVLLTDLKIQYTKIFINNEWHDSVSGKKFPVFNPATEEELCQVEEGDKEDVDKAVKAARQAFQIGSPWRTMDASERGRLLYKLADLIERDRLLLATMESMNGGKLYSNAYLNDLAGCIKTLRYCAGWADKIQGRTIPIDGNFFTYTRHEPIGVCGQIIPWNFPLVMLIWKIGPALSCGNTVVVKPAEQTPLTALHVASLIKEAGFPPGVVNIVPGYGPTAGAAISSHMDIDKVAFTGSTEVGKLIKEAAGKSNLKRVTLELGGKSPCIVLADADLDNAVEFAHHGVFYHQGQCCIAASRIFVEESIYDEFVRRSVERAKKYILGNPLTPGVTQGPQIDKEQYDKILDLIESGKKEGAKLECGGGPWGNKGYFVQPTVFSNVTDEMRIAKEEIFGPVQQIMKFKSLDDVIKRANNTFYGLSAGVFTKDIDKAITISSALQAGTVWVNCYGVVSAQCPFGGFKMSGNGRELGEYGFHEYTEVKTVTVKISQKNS
JMJD2E inh – qHTS Assay for Inhibitors of Human Jumonji Domain Containing 2E (JMJD2E) | JMJD2E catalytic domain, FDH-coupled NADH fluorescence (FDH is formaldehyde dehydrogenase) | actives 1.6% (n = 230,000) | Potency, µM (doses to about 57.1 µM), without a hit: at the highest dose activity change, negative = inhibition, hits mostly inhibitors | Lysine-specific demethylase 4E (Homo sapiens), B2RXH2; active = well fitted inhibition curve with a large enough effect, not every such curve was filed as active; inconclusive = small, poorly fitted or top-dose-only effect, or another doubt; inactive = no such curve, though single readings can be large or run the other way;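 also: 0% = wells with enzyme and -100% = buffer wells without enzyme; nearly all actives have a fitted effect of over 50% in size; many of its hits are not listed in these tables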
Target sequence (B2RXH2 1-337 limits assumed): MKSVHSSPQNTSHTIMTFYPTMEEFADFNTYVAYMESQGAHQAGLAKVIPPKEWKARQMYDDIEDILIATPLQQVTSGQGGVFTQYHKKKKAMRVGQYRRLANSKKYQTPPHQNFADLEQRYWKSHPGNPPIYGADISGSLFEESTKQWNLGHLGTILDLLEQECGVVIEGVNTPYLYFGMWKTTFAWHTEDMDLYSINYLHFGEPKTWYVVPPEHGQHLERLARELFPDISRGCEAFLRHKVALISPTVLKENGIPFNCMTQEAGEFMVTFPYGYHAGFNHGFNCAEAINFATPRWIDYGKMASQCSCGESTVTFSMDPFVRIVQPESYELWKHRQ
HttQ103 aggreg – qHTS Multiplex Assay to Identify Dual Action Probes in a Cell Model of Huntington: Aggregate Formation (GFP) | actives 1.1% (n = 220,000) | Potency, µM (doses to about 46.1 µM), for the others: at the highest dose activity change, negative = inhibition, usual class: inhibitors | PC12 HttQ103-GFP aggregates, Acumen cytometry, 40 h; also: % is scaled to controls: 0 for no effect and ±100 for the full control effect; nearly all actives have a fitted effect of over 60% in size
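Compounds (qHTS titration) were added to PC12 cells expressing an ecdysone-driven HTT exon 1 Q103–GFP fusion after induction with 100 nM tebufenozide. Aggregate formation was measured as GFP objects in cell lysates.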
Starred values were filed as active, the others as inactive; ? = inconclusive; . = no result given; & = joins results of further samples; [ ] = dose if it differs, or a comment. Unless noted, calls follow the shape of the dose curve; as a rule, active = well fitted curve in the direction sought with a large enough effect; inconclusive = small, poorly fitted or top-dose-only effect, or another doubt; inactive = no such curve, though single readings can be large; an effect the other way counts as inactive or inconclusive. Potency is read from the fitted curve at half-maximal effect.

SMILES | Tau fluor cs | Tau FP inhib | HTT ATP protect | Tau fibril ThT | SMN2 splice up | ALDH1A1 inh | JMJD2E inh | HttQ103 aggreg
COc1ccc2c(c1)c(=O)c(S(=O)(=O)c1ccc(C)cc1)cn2Cc1ccccc1C | -12% | -4% | . | -3% | -6% | . | . | .
O=[N+]([O-])c1nn(-c2ccccc2)[n+]([O-])c1N1CCN(c2ccccc2F)CC1 | -19% | 11% | -19% | ? | -21% | -6% | -10% | 12%
Cc1cc(C)c(OCCCCCNCCO)c(C)c1 | -4% | -1% | -7% | -6% | -6% | 3% | 9% | 3%
CC(C)(C)S(=O)(=O)c1cnc(-c2ccccn2)nc1N | -8% | -15% | 11%[10 µM] | -7% | . | . | -10% | -11%[9.22 µM]
CCN(C(=O)CSc1nncn1-c1ccccc1)c1c(N)n(Cc2ccccc2)c(=O)[nH]c1=O | 0% | -5% | 5%[10 µM] | 0% | 10% | -3% | 7% | -3%
COc1cc(C(=O)Nc2ccc(S(=O)(=O)NC(C)C)cc2)cc(OC)c1OC | -13% | -9% | -10% | -7% | 17% | 14% | 1% | 25%
COC(=O)/C=C(\Oc1ccccc1)C1(O)CCCCC1 | -5% | -13% | -1%[10 µM] | -4% | . | . | ? | 14%[9.22 µM]
CCN(CC)CC(=O)Nn1c(C)nc2c(ncn2-c2ccccc2)c1=O | -2% | 0% | 10%[10 µM] | -8% | . | . | 3% | -10%[9.22 µM]
CCC(CC)C(=O)Nc1cccc(-c2nc3ccccc3o2)c1 | -17% | -12% | 5% | -9% | -12% | 2% | -15% | -2%
Nc1nc2c([nH]c(=O)n2C2OC(CO)C(O)C2O)c(=O)[nH]1 (stereo unspecified) | -7% | -3% | . | -2% | -1% | 2% | -4% | .
CC(=O)c1cccc(Nc2nn(-c3ccc(OC(F)(F)F)cc3)nc2C(C)=O)c1 | -4% | 9% | . | -3% | -9% | . | . | .
COc1ccc(OC)c(NC(=O)Cn2cc(C(=O)c3ccc(Cl)cc3)c(=O)c3cc(OC)ccc32)c1 | -17% | 0% | . | -11% | 3% | . | . | .
Cn1c(NNC(=O)c2ccc(C(C)(C)C)cc2)cc(=O)n(C)c1=O | -8% | 2% | 0%[10 µM] | -15% | 13% | -5% | -1% | 25%
Cc1occc1C(=O)NNC(=O)c1ccccc1Br | 2% | 9% | . | -2% | ? | -9% | 2% | 0%
Cc1cccc(-n2nc3c(c2NC(=O)c2ccc(Br)o2)CSC3)c1 | -10% | -9% | -5% | -13% | -7% | -13% | -1% | 7%
O=[N+]([O-])c1ccc2cn(-c3ccccc3)nc2c1 | -10% | 0% | . | ? | 18µM* | -5% | -3% | 3%
COc1ccc(-c2cc(C(F)(F)F)c(C#N)c(SCC(=O)Nc3nc(C)co3)n2)cc1 | -15% | -10% | -8% | ? | . | ? | ? | -2%
CC1COc2ccccc2N1S(=O)(=O)c1ccccc1 (stereo unspecified) | -15% | -3% | -11% | -4% | -20% | -1% | 1% | 6%
CC(Sc1ccccc1)C(=O)Nc1cccc(N(C)S(C)(=O)=O)c1 (stereo unspecified) | -1% | 0% | -5%[0.074 µM] | 2% | -8% | -2% | -1% | 23%
CCc1ccc(NC(=O)c2sc3nc4c(cc3c2N)CN(CC)CC4)cc1 | 20µM*[quencher] | -9% | . | 10µM* | -16% | . | . | .
CCC(=C(c1ccc(OC)cc1)c1ccc(OC)cc1)c1cn(CC(O)CN2CCN(C)CC2)c2ccccc12 (stereo unspecified) | ? | 10% | -99%[inhibitor] | ? | 9% | -14% | -11% | 16µM*
COC(=O)c1sccc1NC(=O)c1ccc2c(c1)OCO2 | -11% | -5% | -29% | 2% | 27% | ? | ? | -2%
O=S(=O)(c1ccc(NC(=S)N/N=C/c2c3ccccc3cc3ccccc23)cc1)N1CCOCC1 | 4% | 3% | -28% | 7% | -44%[inhibitor] | 10µM* | -6% | -6%
CC(=O)N/C(N)=N/c1nc2cc([N+](=O)[O-])ccc2o1 | -6% | 5% | 26%[10 µM] | -18% | . | 3% | 7% | 13%[9.22 µM]
Cc1cc(NC(=O)CSc2ncnc3sccc23)no1 | 3% | 7% | -19%[10 µM] | -1% | 7% | -1% | 3% | -13%

Of the compounds above, three have a thiophene ring, fused or not.
SMILES | Tau fluor cs | Tau FP inhib | HTT ATP protect | Tau fibril ThT | SMN2 splice up | ALDH1A1 inh | JMJD2E inh | HttQ103 aggreg
CCc1ccc(NC(=O)c2sc3nc4c(cc3c2N)CN(CC)CC4)cc1 | 20µM*[quencher] | -9% | . | 10µM* | -16% | . | . | .
COC(=O)c1sccc1NC(=O)c1ccc2c(c1)OCO2 | -11% | -5% | -29% | 2% | 27% | ? | ? | -2%
Cc1cc(NC(=O)CSc2ncnc3sccc23)no1 | 3% | 7% | -19%[10 µM] | -1% | 7% | -1% | 3% | -13%

Further results.
SMILES | Tau fluor cs | Tau FP inhib | HTT ATP protect | Tau fibril ThT | SMN2 splice up | ALDH1A1 inh | JMJD2E inh | HttQ103 aggreg
O=C1CC(c2ccco2)CC(O)=C1C=NCCN1CCNCC1 (stereo unspecified) | -2% | -3% | -1% | ? | -16% | 13µM* | ? | -15%
O=S(=O)(O)C1CCNCC1 | -4%&-11% | 1%&3% | -4%[1.9 µM] | 1%&-8% | -45%&-1% | -1%&-8% | -4%&0% | 0%
Oc1ccccc1CNn1cnnc1 | 5% | 2% | 15% | -4% | -13% | -4% | -2% | -9%
COc1ccc(CCN(C(=S)Nc2ccccc2)C2CC(=O)N(c3ccccc3)C2=O)cc1 (stereo unspecified) | ? | -18% | -7% | 4% | -7% | 8% | -9% | ?
CCNS(=O)(=O)c1ccc(CCC(=O)NCCc2ccc(OC)cc2)cc1 | -5% | -1% | . | -5% | 2% | ? | -6% | 6%
O=C1/C(=C/c2ccco2)SC(=S)N1CC1CCCO1 (stereo unspecified) | ? | ? | 12%[10 µM] | 20µM* | . | . | 11µM* | -8%[9.22 µM]
Cc1ccc(C(=O)Nc2ccc3c(c2)OCO3)o1 | -3% | 9% | -38%[inhibitor] | ? | 11µM* | -8% | -4% | -15%
CC(=O)Nc1c(C(=O)Nc2ccccc2F)oc2ccccc12 | 3% | 3% | . | 12% | 9% | . | . | .
CCN1C(=O)C(CC(=O)Nc2ccc(OC)cc2)N(CCc2ccccc2F)C1=S (stereo unspecified) | ? | ? | 0%[10 µM] | -5% | . | . | 4% | -3%[9.22 µM]
c1ccc(-c2nc3nonc3nc2-c2ccccc2)cc1 | -17% | 6% | -140%[inhibitor] | -4% | -17% | -10% | 3% | 3.2µM*
COc1ccccc1OCC(=O)N(Cc1nc(-c2ccccc2)no1)C1CCCCC1 | 0% | 12% | -45%[inhibitor] | ? | 14% | ? | -5% | -17%
O=C(N/N=C\c1cc(Br)cs1)C1COc2ccccc2O1 (stereo unspecified) | -21% | -3% | 5% | ? | 10% | 20µM* | -2% | -9%
CC(=O)c1ccc(NC(=O)Nc2ccc3c(c2)N(C)C(=O)CS3)cc1 | 13µM*[quencher] | -3% | 18% | ? | -20% | -6% | 5% | -32%
COc1ccccc1C(=O)N1CCN(S(=O)(=O)c2ccccc2)CC1 | 0% | -1% | -4% | 7% | 13% | 0% | -4% | -25%
COC(=O)C1CCN(C(=O)COC(=O)c2ccc(OC)c(S(=O)(=O)N3CCCc4ccccc43)c2)CC1 | -1% | 2% | -24% | 1% | -38% | 4.5µM* | -1% | -3%
O=P(OC1CCCCC1)(OC1CCCCC1)C(O)c1ccccc1 (stereo unspecified) | -3% | 5% | -15% | -6% | 4% | 3% | -2% | 3%
O=C1COc2ccc(-c3cc(-c4ccc(Cl)cc4)c4c(n3)-c3ccccc3OC4)cc2N1 | -12% | ? | . | 3% | 8% | . | . | .
O=C(CN1c2cccc3cccc(c23)S1(=O)=O)Nc1ccc(S(=O)(=O)N2CCOCC2)cc1 | 11% | -1% | -11%[10 µM] | 10% | -5% | ? | 6% | -2%
CSc1ccc(/C=N\NC(=O)CNc2ccc(C)cc2)cc1 | ? | ? | -36% | ? | 2% | ? | ? | -14%
COc1cc(C2NC(=O)N(C)C3=C2C(=O)N(c2cccc(Cl)c2)C3)ccc1O (stereo unspecified) | -4% | 1% | . | 10% | -6% | . | . | .
Cc1ccc(C(=O)NC(c2ccccc2)C(Cl)Cl)cc1 (stereo unspecified) | -6% | 2% | 14%[10 µM] | 0% | -15% | -13% | -3% | -22%
CC(C)(C)c1csc(NC2=NS(=O)(=O)c3ccccc32)n1 | 0% | 5% | -155%[inhibitor][0.074 µM] | -6% | 8.9µM* | 9% | 0% | -15%
O=c1[nH]c(SCc2n[nH]c(=S)n2-c2ccccc2)nc2sc3c(c12)CCC3 | -11% | 1% | -13% | ? | 5% | -8% | -14% | 1%[9.22 µM]
Cc1ccc(CSc2nnc(-c3ccc(NS(=O)(=O)c4ccccc4)cc3)o2)cc1 | ? | ? | 29%[1.9 µM] | 14% | -1% | 12% | 3% | -22%
Cc1ccc(C)c(S(=O)(=O)NCc2ccc(C(=O)N3CCCCC3C)cc2)c1 (stereo unspecified) | -7% | 5% | 33%[10 µM] | -10% | -9% | -13% | -6% | 0%
O=C(NCCN1CCOCC1)c1c[nH]c2ccc(S(=O)(=O)N3CCOCC3)cc2c1=O | -6% | -5% | . | -3% | 0% | ? | ? | 24%
Nc1nc(SCC(=O)Nc2ccccc2Oc2ccccc2)n[nH]1 | -3% | 6% | 34%[10 µM] | 0% | -6% | -5% | 6% | -11%
O=C(c1ccc2c(c1)N(Cc1ccccc1)C(=O)c1ccccc1S2(=O)=O)N1CCN(c2ccccn2)CC1 | -10% | 1% | . | 9% | -16% | . | . | .

Not all compounds are listed. The share of hits here may be higher or lower than overall.
